Vif inh: HIV Vif inhibition. HEK293T cells, Vif self-association by quenched fluorescence, imaging, 24 h. inhibition, % at 7.49 µM. hit rate 0.35% among 340,000; in the data active = inhibition above about 50%, passing the limit was not always enough; inconclusive = no clear call, values can overlap the other calls; inactive = below about 31%; also: some results filed as inactive read as strong as hits
TLR9-MyD88 block: TLR9-MyD88 interaction inhibition | Q9NR96+Q99836 | CHO BLA complementation TLR9-MyD88, CCF4 FRET ratio | inhibition, % at 4.98 µM | hit rate 0.21% among 340,000 | AID 504734;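 active = inhibition above the mean over all tested compounds plus 3 SD, cut at about 21% in these data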;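 also: 0% = DMSO only wells and 100% = clavulanate BLA inhibitor control wells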
LMP1 NFkB inh: inhibitors of Epstein-Barr LMP1-induced NF-kappaB reporter; hit rate 0.69% among 350,000; inhibition, % at 12.5 µM; LMP1-induced NF-kappaB luciferase reporter cells, luminescence; in the data active = inhibition above about 41%; inconclusive = no clear call, values can overlap the other calls;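 also: 0% = neutral control wells and 100% = reference inhibitor control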
TROY NFkB inh: blocks TROY-dependent signaling in reporter cells; Q293 LMP1-TROYcd NF-kB luciferase reporter, 4 h; inhibition, % at 10 µM; hit rate 0.98% among 360,000; AID 1347056;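 active = compounds whose plate-normalised and pattern-corrected inhibition of the luciferase reporter signal at the single screening dose is 50% or more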
NCOA3 inh: inhibitors of human steroid receptor coactivator 3 (SRC3); Q9Y6Q9; HEK293 GAL4-SRC3 luciferase reporter, luminescence; inhibition, % at 3.6 µM; hit rate 0.17% among 360,000; AID 588352;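 active = inhibition above a per-campaign cutoff, the mean of all compounds plus 3 SD, cut at about 60% in these data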;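 also: 0% = DMSO-treated cells and 100% = gossypol-treated cells at 36 µM; higher means less SRC3-driven luciferase light from the GAL4 reporter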
NOD2-RIPK2 inh: blocks binding of human NOD2 to RIPK2; inhibition, % at 4.98 µM; O43353; hit rate 0.38% among 360,000; CHO BLA complementation NOD2-RIPK2, CCF4 ratio; AID 624267; in the data active = inhibition above about 21%;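 also: 0% = vehicle only and 100% = reference blocker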
SRC2 inh: human SRC2 (NCOA2) inhibition. HEK293 GAL4-SRC2 luciferase reporter, luminescence. inhibition, % at 9 µM. hit rate 0.17% among 370,000;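 active = inhibition above the mean inhibition of all tested compounds plus 3 SD, set per campaign, cut at about 52% in these data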;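 also: 0% = DMSO treated cells and 100% = cells given Gossypol at 36 µM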
NR5A2 inv ag: NR5A2 inverse agonism in reporter assay; O00482; HEK293T StAR-luciferase reporter, LRH-1 transfected, 24 h; inhibition, % at 3.6 µM; hit rate 0.13% among 360,000; AID 602396;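 active = inhibition above the mean inhibition of all tested compounds plus 3 SD, cut at about 73% in these data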;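 also: 0% = DMSO wells and 100% = reporter-only cells lacking LRH-1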
SRC1 inh: inhibits human SRC1 coactivator; HEK293 GAL4-SRC1 luciferase reporter, luminescence; inhibition, % at 3.6 µM; hit rate 0.12% among 360,000; AID 588354;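 active = inhibition above the campaign mean plus 3 SD, with each screening campaign given its own cutoff, cut at about 60% in these data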;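 also: 0% = DMSO treated cells and 100% = gossypol at 36 µM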
Target sequence (Q15788 whole entry, looked up, the tested form may be a part): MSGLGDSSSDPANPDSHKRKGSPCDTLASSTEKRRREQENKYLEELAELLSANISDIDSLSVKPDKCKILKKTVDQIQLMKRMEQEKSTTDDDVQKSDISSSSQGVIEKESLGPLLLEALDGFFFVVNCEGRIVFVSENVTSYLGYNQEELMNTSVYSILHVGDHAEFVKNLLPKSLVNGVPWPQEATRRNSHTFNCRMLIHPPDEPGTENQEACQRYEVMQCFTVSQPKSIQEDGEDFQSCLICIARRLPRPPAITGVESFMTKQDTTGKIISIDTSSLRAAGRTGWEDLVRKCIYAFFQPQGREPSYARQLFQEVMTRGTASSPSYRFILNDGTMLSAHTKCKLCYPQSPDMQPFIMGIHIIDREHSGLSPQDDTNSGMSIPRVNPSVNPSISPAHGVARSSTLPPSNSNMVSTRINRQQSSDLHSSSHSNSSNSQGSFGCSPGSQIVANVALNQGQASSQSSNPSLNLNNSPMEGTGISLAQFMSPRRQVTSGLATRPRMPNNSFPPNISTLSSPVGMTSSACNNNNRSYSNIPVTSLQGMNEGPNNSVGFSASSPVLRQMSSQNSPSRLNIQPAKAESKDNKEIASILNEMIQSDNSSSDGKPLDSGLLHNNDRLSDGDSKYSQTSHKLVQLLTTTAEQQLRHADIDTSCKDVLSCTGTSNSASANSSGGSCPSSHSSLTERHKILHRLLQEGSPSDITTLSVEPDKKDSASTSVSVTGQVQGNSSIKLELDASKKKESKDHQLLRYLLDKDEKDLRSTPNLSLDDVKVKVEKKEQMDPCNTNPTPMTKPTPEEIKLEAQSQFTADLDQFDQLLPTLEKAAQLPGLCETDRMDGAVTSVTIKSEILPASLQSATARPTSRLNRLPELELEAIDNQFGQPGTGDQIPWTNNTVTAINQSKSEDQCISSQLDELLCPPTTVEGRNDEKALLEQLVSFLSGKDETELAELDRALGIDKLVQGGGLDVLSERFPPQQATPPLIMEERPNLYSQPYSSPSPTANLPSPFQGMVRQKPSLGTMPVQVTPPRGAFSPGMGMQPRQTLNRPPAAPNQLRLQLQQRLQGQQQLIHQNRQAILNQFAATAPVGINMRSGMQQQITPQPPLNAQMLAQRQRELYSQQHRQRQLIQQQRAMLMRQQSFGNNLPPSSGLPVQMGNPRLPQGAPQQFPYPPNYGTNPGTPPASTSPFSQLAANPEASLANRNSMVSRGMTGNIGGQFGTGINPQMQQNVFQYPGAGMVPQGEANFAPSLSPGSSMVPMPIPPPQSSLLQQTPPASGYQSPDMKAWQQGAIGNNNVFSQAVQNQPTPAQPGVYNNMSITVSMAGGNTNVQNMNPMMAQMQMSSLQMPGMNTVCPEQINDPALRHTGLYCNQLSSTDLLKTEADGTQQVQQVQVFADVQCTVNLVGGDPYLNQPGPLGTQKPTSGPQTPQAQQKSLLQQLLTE
TRAIL sens C8: sensitizes caspase-8 expressing cells to TRAIL; NB7+C8 cells + TRAIL, ATPlite viability luminescence; hit rate 1% among 360,000; inhibition (viability loss, TRAIL sensitization), % at 10 µM;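 active = compounds causing at least 50% loss of cell viability in the single-dose screen, relative to plate controls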
NR2F2 inh: inhibitors of human COUP-TFII (NR2F2); P24468; HEK293T NGFI-A luciferase reporter, luminescence; inhibition, % at 8.6 µM; hit rate 0.7% among 370,000; AID 686940;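 active = inhibition above a per-plate cutoff, mean inhibition of test wells between control levels plus 3 SD, cut at about 38% in these data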;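 also: cells cotransfected with COUP-TFII expression vector driving the NGFI-A reporter; 0% = median of COUP-TF2 test wells and 100% = reporter-only cells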
An asterisk follows results filed as active; ? = inconclusive; . = no result given; & = joins results of further samples. Some of the compounds tested; the hit share may differ from the screen's.

SMILES | Vif inh | TLR9-MyD88 block | LMP1 NFkB inh | TROY NFkB inh | NCOA3 inh | NOD2-RIPK2 inh | SRC2 inh | NR5A2 inv ag | SRC1 inh | TRAIL sens C8 | NR2F2 inh
CC(C)(C)OC(=O)NCCCC[C@H](NC(=O)c1[nH]cnc1C(=O)N[C@@H](Cc1ccccc1)C(=O)OC(C)(C)C)C(=O)OC(C)(C)C | -3 | 2 | -21 | -6 | 26 | -11 | 13 | 34 | 20 | 58* | -8
Cc1cccc(-c2nc(CS(=O)CC(=O)N3CC(C)CC(C)C3)c(C)o2)c1 (centres undefined) | -2 | 2 | -6 | -36 | 23 | -6 | 7 | 18 | 6 | 5 | -12
N#C/C(=C\Nc1ccc2c(c1)OCCO2)C(=O)NCc1ccco1 | -1 | 7 | 0 | -12 | 0 | 6 | -36 | -13 | -15 | 25 | 10
COc1cc(C(=O)OCC(=O)N2CCCC2)cc2c1OCCO2 | 21 | -8 | -4 | 8 | -15 | 4 | -7 | 3 | -1 | -1 | 3
COc1cc(OC)c(C(=O)OCCCOC(=O)c2cc(OC)c(OC)cc2OC)cc1OC | 9 | -1 | 7 | -20 | -30 | -8 | -12 | 8 | -102 | -11 | 10
CNc1nc(NCc2ccccc2)c2sccc2n1 | . | . | . | 9 | -23 | 3 | 3 | -3 | -29 | -4 | -1
C[C@@H]1CN([C@H](C)CO)C(=O)c2cc(NS(=O)(=O)c3cn(C)cn3)ccc2O[C@@H]1CN(C)S(C)(=O)=O | 2 | -3 | -2 | 4 | -7 | 3 | -4 | -4 | 0 | -5 | 11
O=C(NCC(O)COc1ccc([N+](=O)[O-])cc1)c1ccccc1 (centres undefined) | 2 | 5 | -2 | -6 | 19 | -10 | -3 | 4 | 1 | -9 | -20
COc1ccc(-c2nc(CSCC(=O)N3CCN(C)CC3)c(C)o2)cc1OC | 19 | -14 | 8 | -28 | 4 | 1 | 1 | 4 | -1 | 3 | -7
COc1ccc(CNC(=O)COc2cccnc2[N+](=O)[O-])cc1 | -13 | 1 | -1 | 15 | 13 | 8 | -14 | 1 | 3 | 6 | 0
Cc1cc(C)n(CNc2nc(C(F)(F)F)cs2)n1 | -2 | 1 | 3 | 4 | -2 | 0 | -9 | -1 | 0 | -2 | 1
CNC(=O)c1cc(C(=O)c2ccc(C(F)(F)F)cc2)c[nH]1 | -12 | -7 | -11 | -18 | -26 | -3 | -18 | -49 | -23 | 7 | -11
COc1ccc(CCNC(=O)C(=O)c2cn(CC(=O)N3CCCC3)c3ccccc23)cc1OC | 13 | -5 | 18 | 8 | -26 | 5 | -29 | 13 | 3 | -3 | -1
Cc1onc(-c2c(F)cccc2Cl)c1C(=O)OCC(=O)N1C(C)CCCC1C (centres undefined) | 1 | 3 | 7 | -15 | -2 | -5 | -13 | 2 | 3 | 5 | 18
COCCC1CCCCN1C(=O)c1ccc2nc(Cc3ccccc3F)oc2c1 (centres undefined) | . | -5 | -19 | -52 | -90 | 5 | -45 | -64 | -91 | 12 | -23
O=S(=O)(Nc1ccc2ccccc2n1)c1ccc2c(c1)CCO2 | 1 | 7 | 4 | 4 | 32 | 8 | -3 | 9 | 4 | 0 | 1
O=C(COc1ccc(F)cc1Br)NCc1ccccn1 | 4 | -8 | 0 | -45 | -52 | -2 | -22 | -108 | -116 | -13 | -39
Cc1ccccc1N1C(=O)CSC1=C(C#N)C#N | 4 | -1 | -6 | -6 | 3 | -6 | 13 | -5 | -16 | 5 | 0
Cn1c(=O)c2c(nc(-n3ccnc3)n2Cc2ccc(Cl)cc2Cl)n(C)c1=O | -6 | -12 | 0 | -13 | -1 | -1 | -27 | -23 | -9 | -19 | 9
COc1cc(CNC(C)(C)CO)cc(Br)c1OCc1ccc(Cl)cc1Cl | 5 | 5 | -11 | 2 | 18 | 11 | -23 | 4 | -6 | 25 | -12
CN1CCN(c2ccc([N+](=O)[O-])cc2S(=O)(=O)N2CCOCC2)CC1 | 13 | -8 | 7 | 18 | 4 | 0 | 6 | 11 | -2 | -11 | 5
Cc1cc(C)n2nc(SCC(=O)NC(=O)c3ccccc3Cl)nc2n1 | 14 | 1 | 1 | 15 | 2 | 3 | 15 | -3 | -33 | -11 | -5
Cc1ccc(S(=O)(=O)N2CCN(C(=O)COC(=O)COc3ccc(Cl)cc3)CC2)c(C)c1 | 0 | -6 | 58* | -18 | 12 | -13 | 11 | -12 | -7 | -2 | -22
FC(F)(F)COc1nc(N/N=C/c2cccnc2)nc(N2CCCCC2c2ccccn2)n1 (centres undefined) | -10 | 6 | -5 | 2 | 24 | -4 | -12 | 1 | -6 | 2 | -1
COCCCn1c(SCC(=O)NC2CCCC2)nnc1-c1ccncc1 | 1 | -1 | -7 | -7 | -5 | -15 | 12 | -8 | 0 | 7 | 14
COc1ccc(-n2cnnc2SCC(=O)NCc2cccs2)cc1 | 3 | 7 | 5 | . | -8 | 1 | 3 | 1 | -36 | 16 | -8
COc1ccc2cc(CN(CCc3ccccc3)Cc3nnnn3CC3CCCO3)c(=O)[nH]c2c1 (centres undefined) | 5 | -5 | -1 | -6 | 7 | 4 | -1 | 23 | -8 | -3 | 0
O=C1N/C(=N/N=C/c2ccccc2)SC1(c1ccccc1)c1ccccc1 | 7 | 3 | 6 | -2 | 6 | -7 | 10 | 4 | 3 | -4 | -2
Cc1cc(=O)[nH]c(SCC(=O)NNC(=O)Cc2ccccc2)n1 | 2 | -7 | -8 | 6 | 15 | 6 | -56 | 1 | 0 | -18 | -7
CN1C(=O)C2C=CC1C1C(=O)N(c3ccccc3)C(=O)C21 (centres undefined) | -4 | -1 | -63 | 22 | -70 | 2 | -42 | -108 | -88 | 1 | -61
Nc1ccn([C@H]2C[C@H](O)[C@@H](CO)O2)c(=O)n1 | 19&0 | -10&4 | 4&-3 | -9&-9 | -4&4 | -13&-16 | 0&1 | 7&15 | -15&-20 | 5&-4 | 11&5
Cc1cc(OCCCC(=O)NNC(=O)c2ccncc2)ccc1Cl | -7 | -1 | 9 | 4 | -7 | -16 | -14 | 0 | -9 | 7 | -13
Cc1ccc(-c2nnc(CSc3nnc(COc4ccccc4)n3-c3ccc(C)cc3)o2)cc1 | -2 | -5 | -5 | 13 | -20 | -10 | -4 | 10 | -18 | -20 | -2
CC(C)(C)C(=O)Nc1ccccc1C(=O)NCCCn1ccnc1 | 5 | 0 | -5 | -2 | 4 | 1 | 7 | 1 | 3 | -8 | -13
O=C(CCSc1ccc(Cl)cc1)N1CCOCC1 | -1 | 5 | -2 | -33 | -35 | 3 | -44 | -57 | -49 | -6 | -30
COc1ccccc1NC(=O)CCS(=O)(=O)c1ccc2c(c1)oc(=O)n2C | -2 | 1 | -1 | 15 | -11 | -10 | -17 | -6 | 5 | 14 | 6
Cc1ccc(C(=O)CCC(=O)NNC(=O)c2ccccc2O)cc1 | 10 | -8 | 1 | -11 | 14 | -7 | 12 | 10 | 0 | 17 | 14
CC(C)/C=C1\CC/C(=C\c2cccnc2)C1=O | -4 | 4 | -8 | -21 | 12 | 0 | -14 | 38 | -6 | 14 | 2
COc1cccc(-n2c(SCC(=O)Nc3nccs3)nnc2-c2ccoc2C)c1 | . | 0 | 0 | 7 | 3 | 4 | -10 | 4 | -5 | 1 | 9
COCCOC(=O)c1c(C)oc2ccc(OCc3ccccc3)cc12 | -4 | 7 | 8 | 1 | 2 | 7 | -1 | 16 | -8 | 2 | -3
Cc1cc2c(cc1S(=O)(=O)N1CCN(c3ccccc3)CC1)OCC(=O)N2 | ? | -9 | 1 | 13 | 5 | 0 | 9 | 15 | -12 | 0 | 9
CCOc1ccc(Nc2nc(N)c([N+](=O)[O-])c(N3CCN(C)CC3)n2)cc1 | 11 | -3 | . | 8 | 0 | 3 | -10 | -12 | 6 | -22 | -12
CCOC(=O)/C(C#N)=C/c1cn(CCOc2ccccc2)c2ccccc12 | -10 | -56 | 10 | -11 | -19 | -10 | -12 | -3 | 2 | -6 | -2
Cc1ccc(C(=O)Nc2cccc([N+](=O)[O-])c2)cc1S(=O)(=O)Nc1ccc(C(=O)O)cc1 | -8 | -12 | -1 | 9 | 0 | -5 | -4 | 5 | 7 | -5 | -2
CC(Oc1ccccc1)C(=O)NCc1cccnc1 (centres undefined) | 0 | -9 | -21 | 5 | 1 | -11 | -29 | -7 | -1 | -5 | -1
COCCNC(=O)C1CCCN(Cc2ccc(Cl)cc2)CC1 (centres undefined) | 8 | . | . | -1 | -3 | -7 | 13 | 0 | 3 | 20 | -10
COc1ccccc1N1CCN(C2CCCN(S(=O)(=O)c3ccc(C)cc3)C2)CC1 (centres undefined) | -10 | -7 | 7 | 12 | 19 | -5 | -10 | -4 | 2 | 15 | 12
CCOc1cc(N2CCOCC2)c(OCC)cc1NC(=O)c1cnccn1 | -4 | . | . | 1 | 14 | -7 | -4 | -5 | -6 | -1 | -13

Record cards, as listed above. Order of values: Vif inh | TLR9-MyD88 block | LMP1 NFkB inh | TROY NFkB inh | NCOA3 inh | NOD2-RIPK2 inh | SRC2 inh | NR5A2 inv ag | SRC1 inh | TRAIL sens C8 | NR2F2 inh
CC(Oc1ccccc1)C(=O)NCc1cccnc1 (centres undefined) reads 0 | -9 | -21 | 5 | 1 | -11 | -29 | -7 | -1 | -5 | -1
CC(C)/C=C1\CC/C(=C\c2cccnc2)C1=O reads -4 | 4 | -8 | -21 | 12 | 0 | -14 | 38 | -6 | 14 | 2

Continued.
SMILES | Vif inh | TLR9-MyD88 block | LMP1 NFkB inh | TROY NFkB inh | NCOA3 inh | NOD2-RIPK2 inh | SRC2 inh | NR5A2 inv ag | SRC1 inh | TRAIL sens C8 | NR2F2 inh
COc1cccc2cc(C(=O)Oc3ccc(NC(C)=O)cc3)c(=O)oc12 | -2 | -2 | 1 | 6 | 15 | -1 | 14 | 18 | -9 | 17 | -11
O=C(NC1CCCCC1)C(c1ccccc1)N(Cc1ccco1)C(=O)c1csnn1 (centres undefined) | 3 | 3 | -18 | 4 | 2 | 2 | -25 | -5 | 7 | -4 | 5
O=C(O)CCCCCCNS(=O)(=O)c1ccccc1 | -14 | -3 | -13 | -10 | 3 | -6 | 0 | 0 | -7 | -3 | 6
Cc1ccc(C(=O)NN=C2CCCCCC2)s1 | 16 | -17 | 5 | -63 | -95 | -3 | -42 | -12 | -15 | -2 | -45
Cc1nc(SCC(=O)Nc2ccc(S(=O)(=O)N3CCOCC3)cc2)c2c(C)c(C)sc2n1 | 11 | 0 | 36 | 51* | 24 | 0 | 12 | 9 | 12 | 34 | 6
NC(=O)[C@@H]1CCCNc2c(I)cc([N+](=O)[O-])cc2C(=O)N[C@@H](CCC(=O)O)C(=O)N[C@@H](CO)C(=O)N1 | 36 | -4 | -5 | -11 | 8 | 4 | . | -10 | -19 | -1 | .
O=C(N1CCCCC1)N1CCC(c2nc3ccccc3[nH]2)CC1 | 12 | -2 | 1 | 15 | -5 | 9 | 15 | -11 | 0 | 16 | 9
COc1ccc(-c2cc3c(=O)n(CC(=O)NCCN4CCCC4)nc(C)n3n2)cc1 | 18 | -1 | -10 | -10 | -16 | -5 | -22 | -18 | -8 | 12 | -7
O=C(NCCS(=O)(=O)c1ccc(Br)cc1)c1c(F)cccc1F | 11 | 4 | -10 | -3 | -49 | 3 | -9 | -13 | -11 | -16 | 11
